High-throughput results: PubChem BioAssay, Broad Institute
ARNT-TACC3 inh – disruptors of ARNT/TACC3 protein interaction, primary screen, biochemical, AlphaScreen, single concentration. 0.66% of 390,000 active. AID 623870, 2012. inhibition, % at 9.99 µM. AlphaScreen His-ARNT PAS-B/GST-TACC3 binding, luminescence; TACC3 fragment carries E629A point mutation;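 active means mean inhibition of replicates at least 50% and at least half of replicates each reaching 50%; inconclusive means half or more replicates reach 50% but mean below 50%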;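 further: 0% = complete ARNT plus TACC3 wells and 100% = ARNT alone without TACC3; many hits fall short of the cut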
DENV2 CPE rescue – inhibitors of DENV2 cytopathic effect, primary screen, cell-based, plate reader, single concentration | DENV2-infected cells, cytopathic effect rescue | AID 651640, 2012 | CPE inhibition, % at 9.99 µM | 1.7% of 350,000 active; in the data active means CPE inhibition above about 20%, passing the limit was not always enough; inconclusive means no clear call, values can overlap the other calls; tested in BHK-21 cells;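 further: 0% = median of neutral control wells and 100% = median of positive control wells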
EWS-Fli block – EWS/Fli-driven NR0B1 reporter inhibitors, primary screen, A673 cells, NR0B1 luciferase, luminescence, MLPCN library | inhibition, % at 12.6 µM | 0.67% of 350,000 active | viability-normalised | AID 651661, 2012;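 active means mean inhibition of at least 50% after viability correction, with every replicate also passing that limit; inconclusive means mean reaches 50% but only one of two replicates passes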;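 further: firefly luciferase signal divided by Alamar Blue viability fluorescence both relative to DMSO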
Casp6 inh – human caspase-6 inhibitors, primary screen, biochemical, VEID-R110 fluorescence, single point, set 2 | P55212 | purified caspase-6, Z-VEID-R110 cleavage fluorescence | inhibition, % at 12.5 µM | 0.53% of 350,000 active;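 active means mean inhibition across replicates at least about 35%, with every replicate also reaching that limit, limit read from the data; inconclusive means only one of the two criteria met; inactive means neither criterion met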;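 further: 0% = median of neutral control wells and 100% = no fluorescence left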
Target sequence (P55212 24-179 limits assumed): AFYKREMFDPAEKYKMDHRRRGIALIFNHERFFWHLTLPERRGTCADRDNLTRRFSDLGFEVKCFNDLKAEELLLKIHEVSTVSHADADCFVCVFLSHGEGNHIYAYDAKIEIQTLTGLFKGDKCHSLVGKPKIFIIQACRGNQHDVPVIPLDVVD
Target sequence (P55212 194-293 limits assumed): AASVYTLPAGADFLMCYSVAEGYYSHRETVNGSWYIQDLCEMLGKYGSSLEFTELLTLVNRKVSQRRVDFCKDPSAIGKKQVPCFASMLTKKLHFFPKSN
PAX8 inh HTS – inhibitors of PAX8-driven TPO luciferase reporter, primary screen, RMG-I cells, single concentration | SteadyGlo, 24 h | inhibition, % at 12.6 µM | 1.2% of 360,000 active | AID 652154, 2013;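 active means mean replicate inhibition at least 60% with every replicate also reaching 60%; inconclusive means only one of the two criteria is met; inactive means mean below 60% and not all replicates reaching 60%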;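 further: luciferase light reporting Pax8 driven TPO promoter activity; plate controls were median of neutral control wells for no effect and mitoxantrone controls for full effect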
LGR2 inh – inhibitors of bursicon-induced LGR2 CRE-luciferase signal, primary screen, cell-based, HEK293, CRE-luciferase reporter, bursicon stimulation; bursicon-stimulated, 4 h; inhibition, % at 9.99 µM; 0.35% of 380,000 active; AID 720647, 2013;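 active means drop in luminescence signal, shown as inhibition above about 50% in the replicate tests, limit read from the data, passing the limit was not always enough; inconclusive means probably only some replicates passing the limit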;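 further: agonist challenge used bursicon conditioned medium at about half maximal strength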
SIRT5 inh – SIRT5 desuccinylase inhibitors, primary screen, biochemical, fluorescence imaging, single point, set 5 | inhibition, % at 15 µM | NAD-dependent protein deacylase sirtuin-5, mitochondrial (Homo sapiens), Q9NXA8 | Purified SirT5, succinyl-peptide AMC, trypsin-coupled fluorescence | 1.1% of 330,000 active | AID 652115, 2013; in the data active means inhibition above about 15%; inconclusive means no clear call, values can overlap the other calls
Target sequence (Q9NXA8 whole entry, looked up): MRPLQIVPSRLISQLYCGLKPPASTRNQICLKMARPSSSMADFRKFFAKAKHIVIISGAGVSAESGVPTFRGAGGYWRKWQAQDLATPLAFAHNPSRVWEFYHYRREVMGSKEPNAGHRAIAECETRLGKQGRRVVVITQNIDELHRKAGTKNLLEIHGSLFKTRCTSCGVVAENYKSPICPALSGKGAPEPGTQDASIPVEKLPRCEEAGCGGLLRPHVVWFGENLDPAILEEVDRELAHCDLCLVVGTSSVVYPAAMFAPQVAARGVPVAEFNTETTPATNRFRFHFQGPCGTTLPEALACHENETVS
An asterisk follows results filed as active; ? = inconclusive; . = no result given.

compound,ARNT-TACC3 inh,DENV2 CPE rescue,EWS-Fli block,Casp6 inh,PAX8 inh HTS,LGR2 inh,SIRT5 inh
CCOc1ccccc1NC(=O)c1cc(-c2ccncc2)nc2c(Cl)cccc12,-5,.,-1,-4,8,-23,.
COCc1cn(CC[C@@H]2CC[C@H](NC(=O)Nc3ccccc3)[C@H](CO)O2)nn1,0,-1,-2,0,-1,15,0
CCCn1c(SCC(=O)N(C2CCCCC2)C2CCS(=O)(=O)C2)n[nH]c1=O (stereo not given),2,-6,-9,1,1,.,-13
COc1ccc(N2CCN(CCCNC(=O)CN3C(=O)COc4ccccc43)CC2)cc1,8,11,8,-16,1,2,-3
COC(=O)c1cccc(NC(=O)Cc2ccccc2[N+](=O)[O-])c1C,.,.,-10,0,31,-7,1
CC(=O)NNC(=O)N1Cc2ccccc2Oc2ccc(Cl)cc21,-3,3,-3,4,3,-6,-4
Cc1cc(NC(=O)CCC(=O)N(CC(=O)NC2CCCC2)Cc2cccs2)no1,-5,.,.,.,15,7,.
COc1ccc(S(=O)(=O)N(C)C[C@@H]2OCCCC[C@H](C)Oc3ccc(NC(=O)Nc4cccc5ccccc45)cc3C(=O)N([C@@H](C)CO)C[C@H]2C)cc1,.,0,-6,0,-38,-8,-2
COc1ccc(N=Cc2nc(-c3ccccc3)oc2OC(C)=O)cc1,-1,2,11,-2,23,.,-2
Cc1ccc(S(=O)(=O)N(C)C[C@@H]2OCCCC[C@H](C)Oc3ccc(NC(=O)Nc4cccc5ccccc45)cc3C(=O)N([C@H](C)CO)C[C@@H]2C)cc1,22,?,-2,3,-1,-9,-2
C[C@H](CO)N1C[C@H](C)[C@@H](CN(C)Cc2ccc(C(=O)O)cc2)Oc2c(NC(=O)NC3CCCCC3)cccc2C1=O,-8,4,.,0,-1,5,13
O=C(C[C@@H]1CC[C@@H](NC(=O)c2cccnc2)[C@H](CO)O1)NCc1ccc(Cl)c(Cl)c1,11,3,0,0,1,-2,-1
C[C@H]1CN([C@@H](C)CO)C(=O)Cc2cc(NC(=O)CCCN(C)C)ccc2O[C@H]1CN(C)S(=O)(=O)c1ccccc1,-3,-3,-3,-7,-10,-22,-1
O=C(NS(=O)(=O)N1CCCC1)C1=C(N2CCCC2)COC1=O,-4,-15,-4,2,0,.,-1
O=C(/C=C/c1ccccc1)NCCS(=O)(=O)N1CCN(c2ccccc2F)CC1,-4,3,15,-2,12,-4,0
CCCCCC(=O)NC(=S)Nc1cccc(-c2nc3ncccc3o2)c1,.,4,18,0,3,-4,2
O=C(COC(=O)c1cccc(OC(F)F)c1)Nc1cccc(S(=O)(=O)N2CCCC2)c1,-1,1,6,60*,11,5,-2
Cc1cc2oc(=O)cc(CN3CCCCC3C)c2cc1Cl (stereo not given),3,0,9,8,2,3,-2
COc1cccc(C(=O)Nc2cc3c4c(c2)CC(=O)N4CCC3)c1,8,-3,-21,1,-14,-1,-1
CCN(CC)C(=O)[C@H]1C[C@H](CC(=O)NCc2ccco2)C(=O)N2CCc3c([nH]c4ccc(Cl)cc34)[C@]12C,3,-5,6,3,9,3,1
OCCC1CN(Cc2ccc3nonc3c2)CCN1Cc1ccsc1 (stereo not given),-5,1,-9,4,7,30,0
C/C(=N\NC(=O)C(O)c1ccccc1)c1ccc(C)s1 (stereo not given),-16,-2,3,3,-7,18,0
CCOC(=O)C1CCN(C(=O)COc2ccc(C(=O)c3ccccc3)cc2)CC1,.,11,-2,-8,-11,0,.
C=CCn1c(O)c(N=NC(=S)Nc2cccc(C)c2)c2ccccc21,-1,4,8,0,0,12,-1
Cc1ccc(S(=O)(=O)N2CCCCC2)cc1C(=O)NCc1ccc(S(N)(=O)=O)cc1,-2,-5,0,1,14,3,.
Cn1c(=O)n(CC(N)=O)c(=O)c2c1nc(Br)n2Cc1ccccc1,-2,3,13,-1,19,-11,0
COc1ccc(C(=O)C(=NNc2ccccc2)c2ccc(OC)cc2)cc1,4,-12,1,-4,2,3,-4
CC(C)c1ccc(OCC(=O)N2CCCCCC2)c(Br)c1,0,-9,-1,1,-128,-45,2
COc1ccc(NC(=O)N(C)C[C@@H]2Oc3ccc(NC(=O)NC(C)C)cc3C(=O)N([C@@H](C)CO)C[C@@H]2C)cc1,-6,-10,-10,1,15,0,3
COC(=O)c1ccc(Cl)cc1N(Cc1c(F)cccc1Cl)S(C)(=O)=O,0,-1,0,-2,-2,.,0

Next results
compound,ARNT-TACC3 inh,DENV2 CPE rescue,EWS-Fli block,Casp6 inh,PAX8 inh HTS,LGR2 inh,SIRT5 inh
OCCC1CN(Cc2cccn2-c2cccnc2)CCN1CCc1ccccc1 (stereo not given),0,-2,-1,-2,3,-8,4
CC(=O)N/N=c1\sc2ccccc2n1C,-6,-5,1,.,-8,7,-1
CCCC#Cc1ccc2c(c1)O[C@@H](CN(C)C(=O)c1ccccc1F)[C@H](C)CN([C@@H](C)CO)S2(=O)=O,1,-16,25,1,.,18,14
CCCN(C)C[C@H]1Oc2cc(C#CC(C)(C)O)ccc2S(=O)(=O)N([C@H](C)CO)C[C@H]1C,-1,7,0,-4,.,13,6
C[C@H]1CN([C@@H](C)CO)C(=O)c2cccc(NC(=O)CCCCCC(=O)Nc3ccccc3N)c2O[C@H]1CN(C)C(=O)Nc1ccc(C(F)(F)F)cc1,.,4,2,2,.,3,1
Cc1c(CCC(=O)N[C@@H](CC(C)C)C(=O)O)c(=O)oc2c(C)c3oc4c(c3cc12)CCCC4,5,2,-10,2,10,-5,-4
COC(=O)c1ccc(CO/N=C/c2ccc(OC)cc2OC)cc1,-5,-5,9,-5,13,-22,-4
CCOC(=O)C1=C(C)NC(=S)NC1c1ccsc1 (stereo not given),.,4,14,1,9,.,-2
Cc1noc(C)c1NC(=O)N(C)C[C@H]1Oc2ccc(NC(=O)Cn3cnnn3)cc2CC(=O)N([C@@H](C)CO)C[C@H]1C,-4,-1,-9,.,1,8,.
COc1cc(NC(=O)C2CC(c3ccccc3O)=NO2)cc(OC)c1OC (stereo not given),.,-4,7,4,2,-12,.
O=C(CCn1cncn1)N1CCCC(N2CCN(c3ccc(F)cc3)CC2)C1 (stereo not given),0,43*,7,-1,3,-1,-2
COc1ccc(NC(=O)NCc2ccco2)cc1OC,-3,4,5,-3,-13,.,-4
Cc1nc(SCc2ccc(C(=O)O)cc2)nc2c1CCCC2,-20,6,32,0,1,.,-1
COc1cccc(CNC(=O)C[C@@H]2CC[C@@H](NC(=O)C3CC3)[C@H](CO)O2)c1,0,-7,5,0,-2,2,5
COC(=O)c1ccc(CN2CCN(CC(C)C)C(CCO)C2)cc1 (stereo not given),-6,1,2,1,3,4,7
C[C@@H](O)C#Cc1ccc([C@@H]2[C@@H](CO)N3CCCCN(CC4CCOCC4)C[C@@H]23)cc1,-3,-2,8,-1,5,-2,-7
CNC(=O)CN1C(=O)CSc2nc(C)cc(C)c21,-5,-4,-1,3,-11,9,.
CCCCn1c(N)c(N(C(=O)CSc2nncn2-c2ccccc2C)C2CCCC2)c(=O)[nH]c1=O,2,-2,-4,1,-8,7,2
C/C=C/c1ccc([C@@H]2[C@H](CN(C)S(=O)(=O)c3ccccc3)N[C@@H]2CO)cc1,7,.,-2,.,6,-6,.
CCN(CC)C(=O)c1cccc(NC(=O)c2ccc3c(=O)n4c(nc3c2)CCC4)c1,9,-2,-7,-3,-1,7,-2
COc1ccc(CN2CCOCC2)cc1Br,0,0,-10,2,.,.,-1
CCOc1ccccc1NC(=O)c1ccc2nc[nH]c2c1,8,-3,1,-3,-11,-5,1
CC(C)C[C@H]1CNC(=S)N1C[C@H]1CCCN1C[C@H](Cc1ccccc1)N1C[C@H](Cc2ccc(O)cc2)N(CC2CCCCC2)C1=S,.,-7,15,1,6,10,0
COc1cc(/C=C/C(=O)OCC(=O)Nc2c(C)n(C)n(-c3ccccc3)c2=O)ccc1O,-2,-3,3,2,.,5,1
COc1cccc(-c2c(C(=O)N/N=C/c3ccc(C)o3)nnn2-c2nonc2N)c1,7,-2,-18,.,-17,7,-1
CCN1CCN(CCCNC(=O)C(=O)c2c(C)[nH]c3ccccc23)CC1,-5,13,14,-4,6,8,-3
Cc1cc(C)c2cc(C#N)c(NCCNC(=S)NCCCN3CCOCC3)nc2c1,1,4,-1,-7,8,-2,-5
COc1ccc(-c2c(-c3ccc(O)cc3O)n[nH]c2C(F)(F)F)cc1,33,10,4,8,-6,-5,-1
COc1cc(OC)cc(OCC(O)Cn2cnc(-c3ccccc3)c2)c1 (stereo not given),2,-11,3,0,.,-10,0
COc1ccc(NC(=O)c2cn(CCC#N)nc2-c2cccs2)cc1,-4,-2,9,-1,10,12,-6

Additional results:
compound,ARNT-TACC3 inh,DENV2 CPE rescue,EWS-Fli block,Casp6 inh,PAX8 inh HTS,LGR2 inh,SIRT5 inh
COc1cccc(-c2ccc3c(c2)[C@H]2[C@H](CCN2C(=O)c2cccc(F)c2)[C@H](CO)N3)c1,-2,-5,4,-1,-22,22,3
Cc1ccnc(NS(=O)(=O)c2ccc(NC(=O)c3snnc3C)cc2)n1,2,-3,7,1,-15,-1,3
O=C(CSc1nnc(COc2ccc(Cl)cc2)o1)N1CCCC1,.,-4,-7,-2,-8,-2,-1
COc1cc(C(=S)N2CCCC2)cc(OC)c1OS(=O)(=O)c1ccc(NC(C)=O)cc1,.,-13,-4,0,-29,-4,-1
Cc1ccc(-c2ccc3c(c2)O[C@H](CN(C)Cc2ccncc2)[C@H](C)CN([C@@H](C)CO)S3(=O)=O)cc1,.,-8,-4,0,.,-12,6
COc1ccccc1CNC(=O)c1cc(=O)c2ccccc2o1,3,-5,-5,0,10,-7,5
C[C@H]1CN([C@@H](C)CO)C(=O)c2cc(-c3cccc(F)c3)cnc2O[C@@H]1CN(C)C(=O)c1ccccn1,4,8,-6,2,.,2,0
COc1ccc(CN(C)C[C@@H]2OCCCC[C@H](C)Oc3ccc(NC(=O)Cc4ccccc4)cc3C(=O)N([C@H](C)CO)C[C@H]2C)cc1,13,13,5,.,-3,-9,.
CN(C)S(=O)(=O)n1cc(/C=C(\NC(=O)c2ccccc2)C(=O)NCCN2CCOCC2)c2ccccc21,2,-3,-1,.,-13,3,-3
O=C(COC(=O)c1c[nH]c2ccccc12)Nc1cccc(F)c1,.,0,5,1,11,-21,-3
CCN1C(=O)C(CC(=O)Nc2ccccc2Cl)N(NC(=O)c2cccc(F)c2)C1=S (stereo not given),-17,4,.,3,-2,7,6
COc1ccc(S(=O)(=O)N2CCN(CCc3ccccc3)CC2)cc1,-7,-7,-4,1,10,-2,0
CN1C(=S)SC(/[N+]([O-])=C/c2ccc(Cl)cc2)C1(C)C (stereo not given),2,-4,10,-1,-13,-2,1
CCOc1cc(S(=O)(=O)n2ccnc2)ccc1Cl,-8,10,0,1,-4,.,2
COc1cc(/C=N/n2c(-c3cc(C)[nH]n3)n[nH]c2=S)ccc1O,-5,1,7,2,3,-2,-3
CO[C@H](CN(C)S(=O)(=O)c1ccc(Cl)cc1)[C@@H](C)CN([C@H](C)CO)S(=O)(=O)c1cccc(Cl)c1,-5,-1,1,4,2,5,-1

Structures from the list above containing a CF3 group:
compound,ARNT-TACC3 inh,DENV2 CPE rescue,EWS-Fli block,Casp6 inh,PAX8 inh HTS,LGR2 inh,SIRT5 inh
C[C@H]1CN([C@@H](C)CO)C(=O)c2cccc(NC(=O)CCCCCC(=O)Nc3ccccc3N)c2O[C@H]1CN(C)C(=O)Nc1ccc(C(F)(F)F)cc1,.,4,2,2,.,3,1
COc1ccc(-c2c(-c3ccc(O)cc3O)n[nH]c2C(F)(F)F)cc1,33,10,4,8,-6,-5,-1
